Source: PubChem BioAssay
RGS4 inhibitor – Inhibitors of Regulator of G Protein Signaling (RGS) 4: qHTS; Regulator of G-protein signaling 4 (Homo sapiens), P49798; Transcreener GDP fluorescence polarization, RGS4-accelerated GTP hydrolysis; Potency, µM (highest dose often 114 µM), for the others: top-dose activity change, negative = inhibition, most hits filed as inhibitors; hit rate 0.039% among 390,000; AID 504845, 2011; further: potency means the concentration at half of the fitted maximal effect; on the % scale 0 is the no-effect control and ±100 the full control effect; nearly all actives have a fitted effect of over 75% in size; some results filed as inactive show a strong effect at the top dose
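MLSMR compounds (23 nl, pin-transferred) preincubated 10 min at room temperature with a 500nM (2x) first reagent, then RGS4 at 900nM (2x) plus Transcreener GDP mix added; fluorescence polarization (620/688 nm) read before and after 90 min at 30 °C.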
LDHA inh – qHTS assay for inhibitors of human lactate dehydrogenase; hit rate 0.15% among 480,000; purified LDHA, NADH/diaphorase-resazurin fluorescence; hits give low values; activity change, % (values are at about 110 or 230 µM); AID 1347041, 2019; L-lactate dehydrogenase A chain (Homo sapiens), P00338; in the data active means activity change below about -30%; inconclusive means mostly about -25% to -30%;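 further: plate controls were DMSO wells for no effect and wells without enzyme for full effect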
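Human LDH5 (2 nM) was incubated with 0.06 mM NADH and 0.2 mM pyruvate for 5 min at room temperature in Tris pH 7.4. Remaining NADH was coupled through diaphorase/resazurin, and resorufin fluorescence was read at 0 and 20 min.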
POLK inh – qHTS for Inhibitors of Polymerase Kappa | DNA polymerase kappa (Homo sapiens), Q9UBT6 | purified Pol kappa, fluorescent DNA synthesis assay, 10 min | Potency, µM (titrated, usually from 107 µM), for the others: top-dose activity, negative = inhibition, actives largely listed as inhibitors | hit rate 0.53% among 400,000 | AID 588579, 2011; further: potency means the concentration at half of the fitted maximal effect; on the % scale 0 is the no-effect control and ±100 the full control effect
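Inhibition of 10 nM Pol kappa is measured by a fluorescent read-out at 0 and 10 min following addition of 50 nM substrate (final), with a 15-min room-temperature compound preincubation.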
Apoferritin bind – qHTS Assay for Identification of Novel General Anesthetics | Ferritin light chain (Equus caballus), P02791 | apoferritin/1-aminoanthracene competitive binding, fluorescence | Potency, µM (doses to about 77.5 µM), for the others: top-dose activity change, negative = displacement, hits mostly inhibitors | hit rate 0.074% among 350,000 | AID 485281, 2010; further: potency means the concentration at half of the fitted maximal effect; on the % scale 0 is the no-effect control and ±100 the full control effect; nearly all actives have a fitted effect of over 20% in size
Target sequence (P02791 2-175 limits assumed): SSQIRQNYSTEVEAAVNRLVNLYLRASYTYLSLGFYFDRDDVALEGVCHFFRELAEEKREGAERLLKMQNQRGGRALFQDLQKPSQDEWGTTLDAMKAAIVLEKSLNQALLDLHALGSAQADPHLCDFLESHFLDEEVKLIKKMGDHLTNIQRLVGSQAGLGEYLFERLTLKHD
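Horse-spleen apoferritin (10 uM) in 50% saturated 1-aminoanthracene in PBS was incubated 10 min at room temperature with compound. Fluorescence (ex 380, em 535 nm) was normalized to free and bound 1-AMA, with concentration-response fitted by a four-parameter Hill equation.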
POLB inh – qHTS Assay for Inhibitors of DNA Polymerase Beta; hit rate 1.3% among 340,000; Pol beta primer extension/strand displacement, fluorescence kinetic; Potency, µM (series often up to 114 µM), inactives show top-dose activity change, negative = inhibition, hits mostly inhibitors; further: potency means the concentration at half of the fitted maximal effect; on the % scale 0 is the no-effect control and ±100 the full control effect
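Homogeneous kinetic assay of primer extension and strand displacement by 10 nM Pol beta, preincubated 15 min at room temperature with compound before 50 nM substrate (final) was added. Read at 0 and 10 min; four-parameter Hill fit.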
ERG Ets-DNA blk – qHTS for Small Molecule Inhibitors of the ERG Ets/DNA interaction | Transcriptional regulator ERG (Homo sapiens), P11308 | fluorescence polarization, His-ERG Ets domain / labelled DNA | Potency, µM (series often up to 76.9 µM), without a hit: at the highest dose FP activity, negative = inhibition, usual class: inhibitors | hit rate 0.028% among 370,000 | AID 624246, 2012; active means well fitted inhibition curve with a large enough effect in the polarisation, with a control signal flat; inconclusive means small, poorly fitted or top-dose-only effect, or effect the other way, or a change in a side signal; inactive means no such curve, though single readings can be large or run the other way; the % refers to the polarisation;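 further: polarization taken with two DNA probes labelled with fluorescein and Texas red; potency means the concentration at half of the fitted maximal effect; % of control where 0% means no effect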
Target sequence (P11308 whole entry, looked up, the tested form may be a part): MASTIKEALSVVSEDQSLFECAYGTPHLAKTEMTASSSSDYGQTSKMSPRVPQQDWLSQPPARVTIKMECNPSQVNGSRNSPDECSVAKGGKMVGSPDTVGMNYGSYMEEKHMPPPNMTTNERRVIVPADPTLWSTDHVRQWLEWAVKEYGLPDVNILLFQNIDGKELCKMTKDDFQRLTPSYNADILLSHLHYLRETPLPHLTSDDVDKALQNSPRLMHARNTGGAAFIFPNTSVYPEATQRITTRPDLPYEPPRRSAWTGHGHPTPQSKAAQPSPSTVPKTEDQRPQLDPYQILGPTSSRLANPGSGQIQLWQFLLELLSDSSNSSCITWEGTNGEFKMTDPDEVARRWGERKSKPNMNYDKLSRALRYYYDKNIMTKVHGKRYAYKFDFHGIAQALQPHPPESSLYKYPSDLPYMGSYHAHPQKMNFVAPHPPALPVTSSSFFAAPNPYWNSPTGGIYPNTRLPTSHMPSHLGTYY
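His-tagged ERG Ets domain (1 uM in the protein solution; 300mM KCl, 50mM Tris-HCl, 1mM EDTA, 1mM DTT, pH 7.5) received compound, then a probe mix of 5 nM fluorescein-DNA and 100nM Texas-615-DNA. Fluorescence polarization was read for both dyes.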
APEX1 inh – qHTS Assay for Inhibitors of the Human Apurinic/apyrimidinic Endonuclease 1 (APE1). Potency, µM (top dose mostly 65.8 µM), for inactives: top-dose activity change, negative = inhibition, usual class: inhibitors. DNA repair nuclease/redox regulator APEX1 (Homo sapiens), P27695. AID 2517, 2012. recombinant APE1, TAMRA/BHQ-2 abasic DNA cleavage fluorescence. hit rate 0.35% among 350,000;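 further: potency means the concentration at half of the fitted maximal effect; plate controls were vehicle for no effect and reference inhibitor for full effect; nearly all actives have a fitted effect of over 55% in size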
Target sequence (P27695 whole entry, looked up): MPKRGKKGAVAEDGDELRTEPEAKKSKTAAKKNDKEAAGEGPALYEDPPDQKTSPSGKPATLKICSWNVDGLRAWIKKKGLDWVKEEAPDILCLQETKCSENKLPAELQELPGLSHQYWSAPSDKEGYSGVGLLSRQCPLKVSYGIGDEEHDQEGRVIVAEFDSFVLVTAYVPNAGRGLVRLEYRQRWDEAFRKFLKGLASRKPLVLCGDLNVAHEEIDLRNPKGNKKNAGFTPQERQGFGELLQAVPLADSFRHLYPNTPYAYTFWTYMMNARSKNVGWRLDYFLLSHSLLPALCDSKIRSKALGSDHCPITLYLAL
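0.75 nM APE1 + cpd, 15 min RT; start w/ 50 nM TAMRA/BHQ-2 THF-abasic dsDNA; kinetic fluor 525/598 nm ×3 reads @60 s; Δ(read3−read1); normalized to DMSO and NSC13755 control wells.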
ALOX12 inh – Primary qHTS assay for inhibitors of human arachidonate 12S-lipoxygenase (ALOX12): Round 2; Polyunsaturated fatty acid lipoxygenase ALOX12 (Homo sapiens), P18054; purified 12hLO, xylenol orange hydroperoxide absorbance; Potency, µM (series often up to 108 µM), inactives show top-dose activity change, negative = inhibition, actives largely listed as inhibitors; hit rate 1.1% among 580,000; further: potency means the concentration at half of the fitted maximal effect; on the % scale 0 is the no-effect control and ±100 the full control effect
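Hydroperoxide product was detected by ferrous iron/xylenol orange as the 573 to 405 nm absorbance ratio. Arachidonic acid at 40 uM (final) was turned over for 30 min at room temperature by 150 nM human 12hLO, pH 7.0 Hepes buffer, after 15 min compound preincubation.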
POLH inh – qHTS for Inhibitors of Polymerase Eta. DNA polymerase eta (Homo sapiens), Q9Y253. recombinant Pol eta, fluorescent DNA replication assay. Potency, µM (top dose mostly 114 µM), without a hit: top-dose activity change, negative = inhibition, actives largely listed as inhibitors. hit rate 1.2% among 390,000; further: potency means the concentration at half of the fitted maximal effect; on the % scale 0 is the no-effect control and ±100 the full control effect
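Pol eta (10 nM) was preincubated with compounds for 15 min at room temperature, after which fluorescent replication substrate (50 nM final) was added to start the reaction. Fluorescence was read kinetically at 0 and 10 min.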
An asterisk follows results filed as active; u = inconclusive; x = no result given; & = joins results of further samples; [ ] = dose if it differs, or a comment. Unless noted, the call rests on the fitted dose curve; in most records, active means well fitted curve in the direction sought with a large enough effect; inconclusive means small, poorly fitted or top-dose-only effect, or another doubt; inactive means no such curve, though single readings can be large; an effect the other way counts as inactive or inconclusive.

SMILES | RGS4 inhibitor | LDHA inh | POLK inh | Apoferritin bind | POLB inh | ERG Ets-DNA blk | APEX1 inh | ALOX12 inh | POLH inh
Cc1c(NC(=O)C(C)c2ccc(CC(C)C)cc2)c(=O)n(-c2ccccc2)n1C (centres undefined) | -16%[56.9 µM] | -1 | -3% | u | -18% | 2% | -3% | 5% | -10%
COc1nnc(-c2ccc(C)c(S(=O)(=O)N(C)C)c2)c2ccccc12 | -17% | -6 | 1% | -18% | 8% | -8% | -11% | 13% | -17%
O=C(Cn1c(=O)n(Cc2ccco2)c(=O)c2sc3ccccc3c21)Nc1ccc(F)cc1F | -21% | -2 | 3% | -15% | 34% | -2% | x | -2% | -1%
CCCCC1=CC2=CC(=O)C(C)(OC(=O)CC)C(=O)C2=CN1C1CCCCC1 (centres undefined) | -22% | 1 | -4% | -15% | 3% | -6% | -4%[12.4 µM] | u | -3%
O=C(Nc1ccc(S(=O)(=O)N2CCN(Cc3ccccc3)CC2)cc1)c1cnccn1 | -1% | -2 | 1% | -15% | 1% | 0% | -1% | -68% | -7%
COCCCN(C(=O)c1cc2c(s1)CCC2)c1c(N)n(Cc2ccccc2)c(=O)[nH]c1=O | -15% | -3 | u | -15% | 13µM* | 1% | u | -10% | u
O=C(Nc1cccc(-n2cnnn2)c1)C1CCCN(Cc2cccc(C(F)(F)F)c2)C1 (centres undefined) | 6% | 1 | -19% | -12% | 0% | -8% | -15% | x | -10%
O=c1c2cc([N+](=O)[O-])ccc2nc2n1CCCC2 | 19% | -4 | -11% | 6% | 2% | 0% | -9% | 0% | -9%
Cc1ccc(S(=O)(=O)NNC(=O)NC23CC4CC(CC(C4)C2)C3)cc1 | 7% | -3 | -21% | u | -16% | x | 1% | u | -10%
Cc1ccc(NC(=S)N(CCN(C)C)C(C)c2ccco2)c(C)c1 (centres undefined) | -14% | -5 | 6% | -2% | 1% | -18% | -1% | 11% | -13%
COc1ccc(C2C(C(=O)Nc3cccnc3)=C(C)Nc3nc(-c4ccc(OC)c(OC)c4)nn32)cc1 (centres undefined) | 6% | -2 | 5% | -20% | u | 8% | x | -15% | -8%
CCN(CC)C(=O)CSc1nc(C)cc(C)c1C#N | 5% | -4 | 9% | -15% | -28% | 4% | -7% | 2% | -7%
C#CCOCCOCCOCCNc1nc(N2CCN(C(=O)[C@H](CCCN=C(N)N)n3cc(C(N)[C@@H](C)CC)nn3)CC2)nc(N2CCN(C(=O)[C@H](CCC(=O)O)n3cc([C@@H](N)[C@H](C)CC)nn3)CC2)n1 (some centres undefined) | -2% | -14 | -10% | x | x | -7% | -11% | -4% | -6%
O=C(Nc1ccc2ccccc2c1)c1cccc2ccccc12 | 5% | -10 | -3% | x | x | 2% | x | 4% | -19%
C=CCOc1cccc(CNc2ccc3[nH]c(=O)[nH]c3c2)c1 | -25% | 5 | -8% | -7% | 19% | 8% | 13% | -3% | -8%
CCN(CC)S(=O)(=O)c1ccc2[nH]c(=O)cc(C(=O)N(C)C3CCS(=O)(=O)C3)c2c1 (centres undefined) | -1% | -7 | -1% | x | x | -1% | 9% | 40%[activator] | -18%
O=C(Cn1ccn(-c2ccc(F)c(F)c2)c(=O)c1=O)Nc1ccccc1F | -16% | 4 | -12% | -4% | -21% | 7% | x | -18% | -9%
CS(=O)(=O)c1ccc(Cl)c(S(=O)(=O)NCc2ccccc2)c1 | 24% | -5 | -8% | -9% | 8% | x | -11% | 4% | 6%
CN(CC(=O)Nc1ccccc1Cl)C(=O)COC(=O)Cc1c(F)cccc1Cl | 21% | -1 | 5% | -4% | 3% | 16% | -2% | -16% | -4%
CS(=O)(=O)N(CC(=O)N1CCCC1)Cc1ccc(Cl)cc1 | 14% | -4 | -12% | 2% | 41% | -10% | 4% | -27% | 1%
CCC(=O)N1CCc2cc(S(=O)(=O)CCC(=O)Nc3nc(C)cs3)ccc21 | -13% | 1 | -12% | -6% | 15% | -2% | -3% | -24% | 3%
CCOC(=O)c1cc(-c2ccccc2)sc1NC(=O)C(C)OC(=O)c1cccc(S(=O)(=O)N(C)C)c1 (centres undefined) | 12% | -3 | -12% | 1% | -5% | -4% | 1% | 20% | -21%
CC(=O)c1ccc(OC(C)C(=O)OCC(=O)NCCc2ccccc2)cc1 (centres undefined) | -3% | -7 | -19% | x | x | -6% | -7% | 300%[activator] | -22%
CC1CC(C)C(=O)C(C(CC2CC(=O)NC(=O)C2)OC(=O)CC(=O)c2ccccc2)C1 (centres undefined) | 9% | -4 | 0% | x | x | 97%[activator] | x | -3% | -12%
CCn1nc(NC(=O)c2ccco2)c2cc3ccccc3nc21 | -2% | 0 | -6% | 151%[activator] | 2% | -1% | -2% | -18% | -8%
O=C(O)c1cccnc1C(=O)c1ccccc1 | 2% | -7 | -9% | x | x | -3% | x | -6% | -8%
O=C(O)CCN1CCOCC1 | -26% | -1&-4 | -3% | -6% | 48% | -1% | 15% | u | -15%
COc1ccc(/C=C/C(=O)OCC(=O)N(C)c2c(N)n(Cc3ccccc3)c(=O)[nH]c2=O)cc1OC | 19% | -3 | -11% | x | x | 0% | -10% | -21% | -2%
Cc1cc(C(=O)Nc2c[nH]c(=O)[nH]c2=O)ccc1[N+](=O)[O-] | 0% | -5 | -6% | -12% | 7% | 11% | 3% | -2% | -1%
Oc1ccc(/C=N/Nc2nc(N3CCCC3)nc(N3CCCC3)n2)cc1O | 10% | 10 | 1% | -12% | u | -10% | -1% | -18% | -3%
CCCCC(=O)Nc1ccc2c(c1)nc(CCNC(=O)c1ccco1)n2C | 8% | -3 | 3% | -1% | 50% | 1% | 6% | -18% | -6%
C[C@H](NC(=O)OC(C)(C)C)c1nnc(SCc2c(F)cccc2Cl)o1 | -15% | -1 | -5% | u | -22% | 2% | x | -18% | -11%
COc1ccc(Cl)cc1-c1nc(SCC(=O)N(C)C2CCS(=O)(=O)C2)n[nH]1 (centres undefined) | 17% | -7 | -5% | x | x | -1% | 3% | 0% | -12%
CCc1ccc(NC(=O)Cn2c(=O)n(Cc3nc(-c4ccccc4)no3)c(=O)c3cc4c(cc32)OCO4)cc1 | 13% | 9 | -7% | -6% | 1% | 1% | x | 3% | -10%
COc1ccc2c3c([nH]c2c1)C(C)N(C(C)=O)CC3 (centres undefined) | 17% | 1 | -1% | -5% | u | 1% | 11% | u | -25%
O=C(NC1=NCCS1)c1cccc(OC(F)F)c1 | -5% | -4 | 1% | -4% | 32% | 16% | 1% | 17% | -17%
NC(=O)c1ncn([C@@H]2O[C@H](CNCc3cccn3-c3ccncc3)[C@@H](O)[C@H]2O)n1 | 2% | -5 | -13% | x | x | 13% | x | 0% | -1%
Cc1ccnc2nc(C(=O)OCC(=O)NC(=O)NCc3ccco3)nn12 | -19%[56.9 µM] | -1 | -26% | -3% | 1% | 5% | -12% | 0% | -24%
COc1cc2c(cc1NC(=O)C(C)N1CCN(S(=O)(=O)c3ccc(C)c(C)c3)CC1)oc1ccccc12 (centres undefined) | -1% | -6 | -17% | -3% | 7% | 2% | -2% | -35% | -7%
CC(C)N(Cc1ccccc1)C(=O)CSc1nccn1C | 12% | -2 | -4% | -11% | 2% | -2% | -2% | -2% | -1%
CC1CC(OC(=O)c2ccccc2C(=O)c2ccc(Cl)cc2)C(=O)O1 (centres undefined) | 23% | -7 | -25% | x | x | -3% | 32% | 1% | -13%
CC(C)(C)NC(=O)CCn1nc(-c2ccc(Cl)cc2)c2ccccc2c1=O | 15% | -7&-1 | -19% | -22% | 0% | -3% | 12% | -29% | -7%
O=C(Nc1ccccc1N1CCN(C(=O)c2ccc(Cl)cc2)CC1)c1ccc(Br)cc1 | 0% | -2 | -13% | -9% | -1% | 9% | -8% | -8% | -11%
COc1ccccc1C(=O)Nc1ccc(CN2CCCCC2)cc1 | -9% | 5 | -3% | -16% | 22% | 5% | -3% | -10% | 9%
COc1cc(NCc2ccccc2)c2ncn(C(C)C)c2c1 | -8% | 16 | -3% | x | x | 5% | 22% | 20% | -16%
C=CCN=c1scc(-c2ccccc2)n1/N=C/c1ccccn1 | -4%&-19% | 1&1 | -1%&-7% | -1% | -11% | 12%&-4% | 2% | u | -21%&-24%
CCOC(=O)c1c(C)oc2ccc(O)cc12 | 5% | -3 | 0% | -24% | 27% | -3% | 2% | 0% | -9%
CC(=O)c1cccc(Nc2nc(=O)c3cccnc3s2)c1 | 1% | -4 | -9% | -8% | 0% | -5% | -2% | -7% | -4%

Only part of the results is shown; rates above refer to the full screens.
